# Yp Topo-I inh: blocks Yersinia pestis topoisomerase I activity; Y. pestis Topo-I cleavage product accumulation, plate reader; activity, % at 10 µM; 360,000 tested, 0.064% active; AID 504884; in the data active = activity above about 50%, passing the limit was not always enough; inconclusive = no clear call, values can overlap the other calls; note: inactives centre near 2
# UGM FP inh: inhibitors of M. tuberculosis UDP-galactopyranose mutase; purified UGM, fluorescence polarization probe displacement; AID 504406; 320,000 tested, 0.06% active; inhibition, % at 10 µM; in the data active = inhibition above about 10%, passing the limit was not always enough; inconclusive = no clear call, values can overlap the other calls
# FBA Mtb inh: inhibits M. tuberculosis FBA enzyme. P9WQA3. purified M. tuberculosis FBA, fluorescence read-out. inhibition, % at 1 µM. 360,000 tested, 2.3% active. AID 588726; in the data active = inhibition above about 27%;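 note: 0% = vehicle and 100% = reference inhibitor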
# GDH-TPI counter: GDH-TPI coupled enzyme inhibition counter-screen | inhibition, % at 4.8 µM | 360,000 tested, 1.2% active | GDH-TPI coupled enzyme counterscreen, NADH absorbance; in the data active = inhibition above about 30%;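 note: 0% = DMSO wells and 100% = wells lacking the enzyme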
# TcdB inh: blocks C. difficile toxin B glycohydrolase activity; TcdB glycohydrolase enzymatic assay, plate reader; inhibition, % at 9.99 µM; 350,000 tested, 0.24% active; AID 652162; in the data active = inhibition above about 10%
# BH1578 lux ind: inducers of Vibrio cholerae quorum light production without autoinducers. V. cholerae BH1578 lux reporter, luminescence, 6 h. activation, % at 18.7 µM. 350,000 tested, 0.16% active. AID 588436; in the data active = activation mostly above about 9.7%, no sharp cut-off; inconclusive = no clear call, values can overlap the other calls; inactive = mostly below about 3.7%; note: not every result past the cut was called active; inactives centre near 0; reference of the scale not given here
# Mtb BioA inh: blocks M. tuberculosis BioA enzyme activity | purified M. tuberculosis BioA enzyme, plate reader | inhibition, % at 9.99 µM | 360,000 tested, 0.096% active | AID 602481; in the data active = inhibition above about 40%; inconclusive = no clear call, values can overlap the other calls
# FadD28 binding: inhibitors of Mycobacterium tuberculosis FadD28 bisubstrate binding; FadD28 bisubstrate probe binding, fluorescence polarization; inhibition, % at 12.5 µM; 360,000 tested, 0.22% active; AID 588549; in the data active = inhibition above about 8.5%, passing the limit was not always enough; inconclusive = no clear call, values can overlap the other calls
# PfHsp40 rescue: compounds rescuing yeast from Plasmodium falciparum HSP40 toxicity | S. cerevisiae expressing PfHsp40, growth rescue, ATP luminescence | growth rescue, % at 12.5 µM | 340,000 tested, 0.68% active | AID 504582; in the data active = growth rescue above about 28%, passing the limit was not always enough; inconclusive = no clear call, values can overlap the other calls;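 note: yeast W303a lacking pdr1 and pdr3 grown in galactose medium; growth measured after three days at 30 °C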
# * marks the source's active call; other numbers are inactive results; i = inactive; ? = inconclusive; / = no result given; & = joins results of further samples.
SMILES,Yp Topo-I inh,UGM FP inh,FBA Mtb inh,GDH-TPI counter,TcdB inh,BH1578 lux ind,Mtb BioA inh,FadD28 binding,PfHsp40 rescue
Cc1cccc(C(=O)NCC(=O)OCC(=O)c2ccc(Cl)s2)c1,6.8,-1.8,-1.3,4.5,-1.3,-0.2,-0.8,1.0,-0.5
CCOC(=O)c1cc2sccc2n1CC(=O)N1CCN(C(=O)c2ccco2)CC1,2.9,1.6,-0.4,1.2,/,-3.2,6.1,-1.9,0.0
Cc1ccc(COC(=O)c2cccc(S(=O)(=O)N3CCCCCC3)c2)cc1,22.5,-0.8,-1.4,2.1,1.6,5.2,/,-1.9,0.2
COc1ccc(OC)c(S(=O)(=O)N2CCCC(C(=O)NCCN3CCOCC3)C2)c1 (stereo not drawn),-6.8,0.8,-2.3,-0.7,1.0,i,0.1,-4.4,-0.4
COc1ccnc(Oc2ccccc2)c1C(=O)N/C=N/OCc1ccccc1F,8.8,-0.3,-0.6,-0.3,0.9,-0.6,/,-0.4,-0.1
O=C(N/N=C/c1ccncc1)c1ccccc1,8.4,2.2,1.0,8.2,/,/,4.5,-0.3,-0.6
CN(Cc1c(F)cccc1Cl)C(=O)c1ccc(COc2ccccc2)cc1,54.9*,-5.1,-2.5,-8.4,1.8,i,-0.7,-1.7,2.0
O=c1c2ccccc2nc(/C=C/c2ccc(O)cc2)n1-c1ccc(O)cc1,-4.5,-0.8,8.8,26.7,0.0,i,-3.4,1.6,1.0
O=C(O)C1CCN(C(=O)CSc2nnc(-c3ccccc3)o2)CC1,2.4,2.7,27.6*,6.6,0.3,-0.5,-1.3,-1.2,0.4
O=C1C2C3C=CC(C2C(=O)N1c1ccc(O)cc1)C1C2C(=O)N(c4ccc(O)cc4)C(=O)C2C31 (stereo not drawn),5.8,1.5,-0.5,4.9,-0.4,5.5,/,-1.6,-1.2
O=C(Cn1ncc2c(=O)oc3ccccc3c21)NCC1COc2ccccc2O1 (stereo not drawn),1.9,-3.3,4.3,11.9,1.0,i,-1.5,-0.9,-1.5
O=C(CCC(=O)N1CCC2(CC1)OCCO2)Nc1nnc(C2CCCCC2)s1,2.0,0.0,-0.8,10.2,0.4,-0.4,/,0.6,0.1

# Ten consecutive compounds out of the list so far, for reference:
SMILES,Yp Topo-I inh,UGM FP inh,FBA Mtb inh,GDH-TPI counter,TcdB inh,BH1578 lux ind,Mtb BioA inh,FadD28 binding,PfHsp40 rescue
Cc1ccc(COC(=O)c2cccc(S(=O)(=O)N3CCCCCC3)c2)cc1,22.5,-0.8,-1.4,2.1,1.6,5.2,/,-1.9,0.2
COc1ccc(OC)c(S(=O)(=O)N2CCCC(C(=O)NCCN3CCOCC3)C2)c1 (stereo not drawn),-6.8,0.8,-2.3,-0.7,1.0,i,0.1,-4.4,-0.4
COc1ccnc(Oc2ccccc2)c1C(=O)N/C=N/OCc1ccccc1F,8.8,-0.3,-0.6,-0.3,0.9,-0.6,/,-0.4,-0.1
O=C(N/N=C/c1ccncc1)c1ccccc1,8.4,2.2,1.0,8.2,/,/,4.5,-0.3,-0.6
CN(Cc1c(F)cccc1Cl)C(=O)c1ccc(COc2ccccc2)cc1,54.9*,-5.1,-2.5,-8.4,1.8,i,-0.7,-1.7,2.0
O=c1c2ccccc2nc(/C=C/c2ccc(O)cc2)n1-c1ccc(O)cc1,-4.5,-0.8,8.8,26.7,0.0,i,-3.4,1.6,1.0
O=C(O)C1CCN(C(=O)CSc2nnc(-c3ccccc3)o2)CC1,2.4,2.7,27.6*,6.6,0.3,-0.5,-1.3,-1.2,0.4
O=C1C2C3C=CC(C2C(=O)N1c1ccc(O)cc1)C1C2C(=O)N(c4ccc(O)cc4)C(=O)C2C31 (stereo not drawn),5.8,1.5,-0.5,4.9,-0.4,5.5,/,-1.6,-1.2
O=C(Cn1ncc2c(=O)oc3ccccc3c21)NCC1COc2ccccc2O1 (stereo not drawn),1.9,-3.3,4.3,11.9,1.0,i,-1.5,-0.9,-1.5
O=C(CCC(=O)N1CCC2(CC1)OCCO2)Nc1nnc(C2CCCCC2)s1,2.0,0.0,-0.8,10.2,0.4,-0.4,/,0.6,0.1

# The results go on.
SMILES,Yp Topo-I inh,UGM FP inh,FBA Mtb inh,GDH-TPI counter,TcdB inh,BH1578 lux ind,Mtb BioA inh,FadD28 binding,PfHsp40 rescue
N#Cc1ccc(OCC(=O)N2CCN(S(=O)(=O)c3ccc(Cl)s3)CC2)cc1,19.2,-1.5,0.6,-9.1,-0.3,-1.3,-2.4,-5.7,-0.3
Cc1cccc(N2C(=O)C3C4C=CC(C4)C3C2=O)c1 (stereo not drawn),5.3,1.8,-1.2,-14.7,/,-0.2,/,-4.9,-1.0
Cc1c(Cl)cccc1NC(=S)N1CCN(Cc2ccc3c(c2)OCO3)CC1,19.5,-4.6,0.2,4.7,0.3,i,/,-0.1,-0.1
CC(C)CCNC(=O)c1cc2c(s1)-c1ccccc1S(=O)(=O)C2,-2.7,0.3,15.5,31.6*,2.1,-0.4,-2.8,-0.8,-1.7
Cc1ccc(Cn2c(O)c(N=O)c3ccccc32)cc1,8.6,1.0,2.4,5.4,0.7,20.1,/,-1.5,-0.2
CCc1ccc(CN2CCN(Cc3cc(Br)ccc3O)CC2)cc1,26.2,0.9,-0.6,0.0,0.9,-0.8,/,-4.9,1.3
COc1ccc(OC)c(NC(=O)Nc2cnccn2)c1,1.8,-1.2,0.2,4.5,3.0,-0.2,-1.0,0.3,0.6
COc1ccccc1CC(=O)Nc1ncc(C)s1,-3.0,-1.3,2.5,12.7,2.2,-0.6,-1.7,-0.7,-1.5
CCc1ccc(CN2CCCC(CNC(=O)c3cc(OC)cc(OC)c3)C2)cc1 (stereo not drawn),5.6,-0.8,1.6,-10.3,1.4,i,0.3,-4.9,-1.9
COc1ccccc1CNC(=O)COC(=O)c1ccc(C)c(S(=O)(=O)N2CCOCC2)c1,1.3,1.1,3.8,4.2,-1.8,-2.4,/,-3.3,0.6
CCOC(=O)c1c(-c2ccc(C)cc2)csc1NC(=O)c1cc2ccccc2oc1=O,-1.7,1.8,-6.5,11.4,1.5,i,-2.4,0.2,-1.5
Cc1cccc(C2=NCC(=O)N(CC(=O)NCc3ccco3)c3sc4c(c32)CCCC4)c1,24.4,2.6,-0.8,3.2,/,i,3.1,-4.9,0.6
COC(=O)c1ccc2c(=O)n(CCN3CCOCC3)c(SCC(=O)Nc3ccccc3OC)nc2c1,-0.2,/,4.1,8.8,0.8,5.0,-1.0,0.1,/
Cc1nc2ccc(NC(=O)c3ccco3)cc2nc1C,2.4,-0.4,5.8,1.6,0.5,i,/,1.0,0.2
O=C(O)CSc1ccc2nnc(-c3cccnc3)n2n1,0.4,1.3,3.1,6.7,-0.1,i,/,-1.2,0.7
c1ccn2c(SCc3cn4ccsc4n3)nnc2c1,1.8,0.3,1.5,6.2,/,10.6,0.3,-0.6,-0.7
Cc1nc(C(F)(F)F)ccc1C(=O)N1CCC1(C)C(=O)NS(=O)(=O)c1ccc(F)cc1F (stereo not drawn),-5.1,/,0.3,-2.2,-1.4,i,-1.0,-3.5,/
CCC(C)NCCOCCOc1ccc(F)cc1 (stereo not drawn),-9.5,1.2,-0.1,7.3,/,-0.4,-0.2,0.0,-0.4
C[C@@H]1CN([C@@H](C)CO)C(=O)CCCn2cc(nn2)CO[C@H]1CN(C)C(=O)OCc1ccccc1,-4.8,/,0.4,-8.1,1.2&-1.0&-0.7,-0.5,-2.5&-0.7&-0.6,-3.7,/
O=C(O)c1c(NC(=O)N2CCCC2)sc2c1CCCC2,5.0,4.9,1.2,-3.2,2.0,i,/,0.3,231.7*
CCSc1nc2ccccc2n1CC(=O)N1CCOCC1,2.8,0.9,0.9,-4.6,0.5,0.4,-1.1,-2.7,3.1
O=C(N/N=C/c1c(Cl)cccc1Cl)c1n[nH]c2c1CCCC2,7.7,-2.2,1.7,1.6,1.6,-0.2,/,0.2,0.8
CC(C)c1ccccc1NC(=O)COC(=O)c1ccc(Cl)c(S(=O)(=O)N2CCCCCC2)c1,-0.7,-0.8,0.9,-0.4,/,-0.3,/,-0.6,0.7
Cc1csc(SCc2nnc(-c3ccc(Cl)cc3)o2)n1,12.7,0.4,3.3,11.4,/,-0.6,/,-1.2,0.5
COc1ccc(C(=O)Nc2ccc(C3(C#N)CCCC3)cc2)cc1OC,13.7,-1.2,2.1,9.4,1.6,-0.8,11.0,-3.0,0.8
CCC(=O)Nc1nonc1-c1nc2ccccc2n1CC(C)C,0.2,6.0,6.6,9.8,/,i,0.5,-2.9,0.3
COc1ccc(-c2ccc(C(=O)NCc3ccc(F)c(F)c3)c3occc23)c(C)c1,31.1,/,10.5,3.6,0.8,-5.9,-1.2,-3.1,/
NNC(=O)CCS(=O)(=O)c1ccc2ccccc2c1,37.0,-0.8,4.0,8.9,/,-6.2,-0.9,-2.4,-1.2
CCN(CC)C(=O)c1c2c(nc3ccccc13)-c1ccccc1CC2,16.8,2.2,16.2,12.7,/,i,/,-1.7,2.5
Cc1ccccc1S(=O)(=O)c1cc(C#N)c(=O)[nH]c1N,1.4,-4.0,1.3,6.9,-0.1,-0.5,0.0,-2.3,-0.8
CCOc1cc(/C=C2\SC(=O)N(CC(=O)Nc3ccccc3F)C2=O)cc([N+](=O)[O-])c1O,1.1,-2.2,-4.3,0.0,-0.7,i,/,?,-0.5
Cc1onc(-c2ccccc2)c1C(=O)NC(=S)Nc1sc2c(c1C#N)CCCC2,0.6,1.9,2.3,7.2,0.6,/,/,-1.2,-0.4
CCN(CC)C(=O)C1=C(C)N(CCCN2CCCC2=O)C(=O)C(CC(=O)NCCCN(C)C)C1 (stereo not drawn),-1.4,/,3.6,4.3,0.9,i,0.7,-2.0,/
Cc1cc(C)n(CC(O)CN(c2ccccc2)S(=O)(=O)c2ccc3ccccc3c2)n1 (stereo not drawn),8.6,-0.6,1.9,2.6,2.0,0.9,-2.6,-0.4,-0.9
N#Cc1cccc(C(Br)S(=O)(=O)c2ccccc2)c1 (stereo not drawn),3.0,/,-0.3,-0.4,2.8,-4.5,-0.7,-2.3,/
CCOC(=O)c1cc(CC)sc1/N=C/C1C(=O)CCCC1=O,-11.5,0.7,2.1,3.8,1.1,0.6,/,-0.4,1.5
CCOc1ccc2c(c1)c(N=O)c(O)n2C,-5.4,2.3,-2.0,6.8,/,-0.2,/,-1.2,-1.5
CCN(CC(=O)Nc1c(F)cccc1F)C(=O)c1cc(S(=O)(=O)N2CCOCC2)ccc1N1CCCC1,-0.6,-2.1,0.1,-6.3,1.3,-5.3,/,-2.9,-0.9
COc1cc(S(=O)(=O)N(Cc2ccccc2)CC2CCCO2)ccc1-n1cnnn1 (stereo not drawn),18.5,-2.4,3.8,-4.9,-0.1,-2.4,1.6,-2.5,0.2
O=C(NC1CCCC1)C(NS(=O)(=O)c1cccc2nsnc12)c1ccccc1 (stereo not drawn),-5.3,0.7,-3.4,19.3,/,i,-0.1,-1.0,-1.1
Cc1cccc(C(=O)Oc2ccccc2C(=O)N2CCOCC2)c1,-0.5,3.6,2.7,10.2,5.2,0.2,0.1,-0.6,-0.5
CCN(CC)C(=O)CSc1nc2cc(OC)c(OC)cc2c(=O)n1Cc1ccc(Cl)cc1,17.5,-1.0,27.3*,-5.5,/,/,0.2,-4.8,0.0
CCN(CC)S(=O)(=O)c1cccc(C(=O)/C=C2/N(C)c3ccccc3C2(C)C)c1,34.9,-0.1,0.4,2.5,0.9,-0.5,-1.7,-4.0,0.6
CCN(CC)c1ccc(NC(=O)c2ccc(Cl)nc2)cc1,-6.8,0.2,-1.3,14.3,/,1.1,7.2,-3.1,-0.7
Cc1ccc(C(=O)N[C@H](C(=O)Nc2ccc(N3CCOCC3)cc2)C(C)C)cc1,1.1,/,-3.0,-1.8,-0.7,-0.6,/,-4.4,-2.1
Cc1cc(NC(=O)c2cccs2)cc(-c2nc3ncccc3o2)c1O,-0.1,-2.9,2.4,8.0,-2.4,/,6.8,-2.1,-0.3
